GPT2 inh – Primary qHTS assay for inhibitors of Glutamate pyruvate transaminase 2 (GPT2) | Alanine aminotransferase 2 (Homo sapiens), Q8TD30 | Potency, µM (highest dose often 57.7 µM), without a hit: top-dose activity change, negative = inhibition, most hits filed as inhibitors | Recombinant GPT2, coupled pyruvate oxidase/HRP Amplex Red fluorescence | 100,000 compounds, 0.25% hits; also: potency is read from the fitted curve at half-maximal effect; nearly all actives have a fitted effect of over 60% in size; many of its hits are not listed in these tables
Target sequence (Q8TD30 whole entry, looked up): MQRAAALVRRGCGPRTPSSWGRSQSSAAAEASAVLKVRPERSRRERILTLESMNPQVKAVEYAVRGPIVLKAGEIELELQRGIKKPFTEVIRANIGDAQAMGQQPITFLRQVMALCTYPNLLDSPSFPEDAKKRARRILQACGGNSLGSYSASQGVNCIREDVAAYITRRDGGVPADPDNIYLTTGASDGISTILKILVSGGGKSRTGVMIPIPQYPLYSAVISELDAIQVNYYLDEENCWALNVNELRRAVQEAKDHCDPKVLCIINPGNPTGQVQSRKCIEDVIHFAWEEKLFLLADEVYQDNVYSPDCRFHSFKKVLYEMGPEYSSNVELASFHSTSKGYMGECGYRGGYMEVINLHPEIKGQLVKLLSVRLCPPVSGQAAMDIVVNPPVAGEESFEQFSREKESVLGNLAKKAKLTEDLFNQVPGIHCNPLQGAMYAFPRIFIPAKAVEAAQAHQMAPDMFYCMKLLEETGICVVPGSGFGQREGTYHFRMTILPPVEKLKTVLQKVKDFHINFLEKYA
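Recombinant GPT2 (10ng/uL) with 250uM a-KG and 2mM L-alanine, 30 min at room temperature, in HEPES pH 7.5 buffer. Pyruvate detected by pyruvate oxidase/HRP/Amplex Red fluorescence after 30 min in the dark; AOA (50uM) as positive control.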
SNCA expr inhib – Primary qHTS assay for inhibitors of alpha-synuclein gene (SNCA) expression; 140,000 compounds, 0.17% hits; AID 1671194, 2021; HEK-293 SNCA-luciferase knock-in, luminescence, 24 h; Potency, µM (series often up to 57.2 µM), without a hit: at the highest dose activity change, negative = inhibition, usual class: inhibitors;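 also: potency is read from the fitted curve at half-maximal effect; plate controls were DMSO cells for no effect and cell-free wells for full effect; nearly all actives have a fitted effect of over 45% in size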
3T3 cytotox – Cytotoxic Profiling in NIH 3T3 Cell Line of Diverse Libraries Using Quantitative High-Throughput Screening | NIH 3T3 viability, CellTiter-Glo ATP luminescence, 48-72 h | Potency, µM (doses to about 96.7 µM), for inactives: at the top dose activity change, negative = cytotoxicity, hits mostly inhibitors | 94,000 compounds, 4.3% hits | AID 1345082, 2018; also: potency is read from the fitted curve at half-maximal effect; nearly all actives have a fitted effect of over 55% in size
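Viability of NIH 3T3 cells after 48 or 72 hr compound treatment at 37 °C was assessed by CellTiter-Glo, with luminescence imaged following a 10 min room-temperature step.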
Luciferase inh – Firefly luciferase inhibition profiling of diverse chemical library using quantitative high-throughput screening; AID 1347043, 2019; purified P. pyralis luciferase, luminescence, biochemical; Luciferin 4-monooxygenase (Photinus pyralis), P08659; 76,000 compounds, 2.5% hits; Potency, µM (top dose mostly 115 µM), inactives show top-dose activity change, negative = inhibition, hits mostly inhibitors; also: potency is read from the fitted curve at half-maximal effect; nearly all actives have a fitted effect of over 65% in size
Target sequence (P08659 whole entry, looked up): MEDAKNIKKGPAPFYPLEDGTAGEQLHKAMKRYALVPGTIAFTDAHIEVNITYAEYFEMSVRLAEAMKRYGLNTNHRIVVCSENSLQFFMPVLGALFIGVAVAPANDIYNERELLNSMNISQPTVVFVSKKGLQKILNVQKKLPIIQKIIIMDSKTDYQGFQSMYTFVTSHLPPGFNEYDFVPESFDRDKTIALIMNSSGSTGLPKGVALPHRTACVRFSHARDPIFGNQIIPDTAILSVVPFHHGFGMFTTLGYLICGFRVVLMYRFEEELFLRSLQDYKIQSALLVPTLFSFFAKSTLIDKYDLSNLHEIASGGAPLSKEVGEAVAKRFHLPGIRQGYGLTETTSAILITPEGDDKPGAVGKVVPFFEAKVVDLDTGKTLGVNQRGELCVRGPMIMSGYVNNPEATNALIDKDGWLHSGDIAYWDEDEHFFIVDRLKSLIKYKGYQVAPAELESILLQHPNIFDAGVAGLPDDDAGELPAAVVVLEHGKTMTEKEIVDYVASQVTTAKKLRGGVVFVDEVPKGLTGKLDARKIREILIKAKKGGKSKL
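Cell-free enzyme assay, 10nM P. pyralis luciferase, luciferin and ATP each at 10uM. Inhibition profiled over a 6-point titration, read as luminescence.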
HEK293 viab – GF-AFC viability counterscreen for inhibitors of alpha-synuclein gene (SNCA) expression; HEK-293-SNCA-luc viability, GF-AFC fluorescence, 24 h; Potency, µM (highest dose often 57.1 µM), for inactives: top-dose activity change, negative = cytotoxicity, actives largely listed as cytotoxic; 150,000 compounds, 0.12% hits; AID 1671193, 2021;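 also: potency is read from the fitted curve at half-maximal effect; 0% = DMSO-treated cells and -100% = medium-only wells without cells; nearly all actives have a fitted effect of over 30% in size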
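HEK-293-SNCA-luc cells (1500/well) plated 24 h, then exposed 24 h to a dilution series; GF-AFC added 30 min at 37C, fluorescence 405/540 nm; normalised to medium-only and DMSO wells, Hill fit.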
IP6K1 inhibitor – Primary qHTS assay for small molecule inhibitors of Inositol hexaphosphate kinase 1 (IP6K1); IP6K1 kinase, ADP-Glo luminescence, 2 h; stronger effect = lower value; activity change, % (series mostly up to about 58 µM); 140,000 compounds, 0.81% hits; AID 1645851, 2021; in the data active = activity change below about -25%
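ADP-Glo luminescence measures ADP made by human IP6K1 during a 2 h RT reaction with ATP/IP6 (mix at 1.3 mM/130 uM); top library doses 57.5 and 19.1 uM final.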
HEK cytotox – Cytotoxic Profiling in HEK 293 Cell Line of Diverse Libraries Using Quantitative High-Throughput Screening | 94,000 compounds, 6.6% hits | HEK 293 viability, ATP luminescence (CellTiter-Glo), 48-72 h | Potency, µM (series often up to 115 µM), for the others: top-dose activity change, negative = cytotoxicity, actives largely listed as inhibitors | AID 1345083, 2018; also: potency is read from the fitted curve at half-maximal effect; nearly all actives have a fitted effect of over 60% in size
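Viability of HEK 293 cells, plated at 250 cells/well, was judged by cellular ATP after compound treatment for 48 or 72 hr. Luminescence was imaged 10 min after CellTiter-Glo addition at room temperature.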
The depositor's hits bear a star; i = inactive; ? = inconclusive; . = not tested or not shown; [ ] = dose if it differs, or a comment. Unless noted, calls follow the shape of the dose curve; as a rule, active = well fitted curve in the direction sought with a large enough effect; inconclusive = small, poorly fitted or top-dose-only effect, or another doubt; inactive = no such curve, though single readings can be large; an effect the other way counts as inactive or inconclusive. Unless noted, % is scaled to controls: 0 for no effect and ±100 for the full control effect.

Start of the data: the first 4 records, ahead of the listing:
SMILES	GPT2 inh	SNCA expr inhib	3T3 cytotox	Luciferase inh	HEK293 viab	IP6K1 inhibitor	HEK cytotox
COc1cccc(CN2C(=O)c3ccccc3Sc3ccc(C(=O)NCCc4ccc(C)cc4)cc32)c1	.	-9%	.	.	3%	22	.
O=c1oc2ccccc2c(N2CCN(c3ccccc3F)CC2)c1CN1CCCC1	.	-1%	.	.	5%	-1	.
COCCn1ncc(N2CCC(C(=O)NCc3ccc(OC(C)C)cc3)C2)cc1=O (stereo not drawn)	i	10%	-5%	-1%	2%	13	1%
CCCc1ccc(S(=O)(=O)N2C[C@@H](F)C[C@H]2C(=O)N2CCc3ccccc3C2)cc1	i	-2%	-26%	0%	20%	0	?

All compounds of this part, repeating the preview:
SMILES	GPT2 inh	SNCA expr inhib	3T3 cytotox	Luciferase inh	HEK293 viab	IP6K1 inhibitor	HEK cytotox
COc1cccc(CN2C(=O)c3ccccc3Sc3ccc(C(=O)NCCc4ccc(C)cc4)cc32)c1	.	-9%	.	.	3%	22	.
O=c1oc2ccccc2c(N2CCN(c3ccccc3F)CC2)c1CN1CCCC1	.	-1%	.	.	5%	-1	.
COCCn1ncc(N2CCC(C(=O)NCc3ccc(OC(C)C)cc3)C2)cc1=O (stereo not drawn)	i	10%	-5%	-1%	2%	13	1%
CCCc1ccc(S(=O)(=O)N2C[C@@H](F)C[C@H]2C(=O)N2CCc3ccccc3C2)cc1	i	-2%	-26%	0%	20%	0	?
CCN1c2cc(C(=O)N3CCN(c4ccccn4)CC3)ccc2C(=O)N2CCCCCC21 (stereo not drawn)	i	-15%	?	-16%	13%[12.5 µM]	11	?
Cc1ccc2c(=O)c(C(=O)c3ccccc3)cn(CC(=O)Nc3ccc4c(c3)OCCO4)c2n1	.	?	.	.	-5%	-2	.
COc1cc(Cn2ccnc2-c2nc[nH]c2C)cc(OC)c1OC	?	-3%	2%	6%	10%	12	i
CC=C1NC(=O)[C@H]2CSSCCC=C[C@H](CC(=O)N[C@H](C(C)C)C(=O)N2)OC(=O)[C@H](C(C)C)NC1=O	4%	-1%	.	.	?	.	.
C[C@H](NC(=O)/C(C#N)=C/c1ccc(O)c(O)c1)c1ccccc1	?	9%	.	.	-18%	.	.
CCCOc1ccc(C(=O)N2CCC(c3nc4ccccc4s3)CC2)cc1	.	1%	.	.	-4%	-17	.
Cc1nn(C)cc1CN(C)CC1(O)CCCN(Cc2ccc(F)cc2)C1=O (stereo not drawn)	-16%	?	-8%	-11%	0%	9	-16%
CCN(Cc1ccccc1)C(=O)CN1C(=O)COc2ccc(S(=O)(=O)N3CCCCCC3)cc21	.	-13%	.	.	?	19	.
CN1CCC(NCc2nc3c(n2Cc2ccccc2)C(=O)N(CCOc2ccccc2)CCN3)CC1	-11%	-14%	?	-3%	-6%	5	?
CCN(CC)C(=O)C(NC(=O)c1ccc(OC)cc1)C1CCN(C(=O)C(C)C)CC1 (stereo not drawn)	i	4%	-10%	2%	6%	-10	1%
CN(C)c1nc2c(c(=O)[nH]1)CCN(Cc1ccccc1F)CC2	i	-15%	-22%	6%	-1%	1	?
Cc1ccc(-c2ccccc2CN2CCN(C(=O)C(C)(C)C)CC2)cc1Cl	-9%	-2%	?	.	1%[12.5 µM]	-3	?
COC1=C(OC)C(=O)c2ccccc2C1=O	2.8µM*	?	.	.	-12%	.	.
CCC(C(=O)N1CCN(c2ccccc2F)CC1)n1nc(C)c2sc3ccccc3c2c1=O (stereo not drawn)	.	0%	.	.	-1%	13	.
CNC(=O)N1CCC(C2CCN(C(=O)c3ccc(Cl)s3)C2)CC1 (stereo not drawn)	i	-8%	-2%	0%	-1%[12.5 µM]	-5	-6%
CC1=C(c2ccc(F)cc2)S(=O)(=O)N=C1N1CCC(C(=O)NCCc2ccco2)CC1	.	?	.	.	2%	-10	.
CCCNC(=O)NC[C@H]1O[C@@H]2C[C@@H](CC(=O)NCc3nccn3C)O[C@@H]2[C@@H]1O	-3%[88.5 µM]	-11%[87.6 µM]	2%[174 µM]	-1%[172 µM]	1%[87.6 µM]	-6	-3%[172 µM]
COc1ccc(CN2C(=O)C(NC(=O)c3cccc(C)c3)(C(F)(F)F)N=C2c2ccccc2)cc1 (stereo not drawn)	.	?	.	.	?	7	.
O=C(O)C(S)C(S)C(=O)O (stereo not drawn)	i	-12%[25.6 µM]	.	.	-9%[23.9 µM]	15	.
CCCOc1ccc(CNC(=O)CCCn2ncn3c(cc4sc(CC)cc43)c2=O)cc1	.	27%	.	.	3%	-16	.
COC(=O)CNC(=O)c1nc(-c2cccc(C(F)(F)F)c2)c2cnccn12	-2%	50%[activator]	2%	1%	-24%	0	-1%

Next part; it opens with the 4 that closed the last part.
SMILES	GPT2 inh	SNCA expr inhib	3T3 cytotox	Luciferase inh	HEK293 viab	IP6K1 inhibitor	HEK cytotox
COc1ccc(CN2C(=O)C(NC(=O)c3cccc(C)c3)(C(F)(F)F)N=C2c2ccccc2)cc1 (stereo not drawn)	.	?	.	.	?	7	.
O=C(O)C(S)C(S)C(=O)O (stereo not drawn)	i	-12%[25.6 µM]	.	.	-9%[23.9 µM]	15	.
CCCOc1ccc(CNC(=O)CCCn2ncn3c(cc4sc(CC)cc43)c2=O)cc1	.	27%	.	.	3%	-16	.
COC(=O)CNC(=O)c1nc(-c2cccc(C(F)(F)F)c2)c2cnccn12	-2%	50%[activator]	2%	1%	-24%	0	-1%
CCc1ccc(NC(=O)C(=O)NCC(c2cccnc2)N2CCN(Cc3ccccc3)CC2)cc1 (stereo not drawn)	.	22%	.	.	-5%	-13	.
Cc1nc2scc(CC(=O)N3CCC(C)CC3)n2c(=O)c1-c1cc(C)n(-c2cccc(Cl)c2)n1	?	-2%	-24%	-12%	6%	13	?
COc1ccc(CC(=O)NC2CCCc3c2[nH]c2ccccc32)cc1OC (stereo not drawn)	i	?	?	0%	3%	-8	35µM*
Cc1ccc(Cn2c(C(=O)O)c(CNCc3ccccc3Cl)c3ccc(C)cc32)cc1	.	1%	.	.	11%	1	.
Cc1ccccc1CNC(=O)C1CCCN(c2nnc(-n3c(C)ccc3C)s2)C1 (stereo not drawn)	.	-10%	.	.	-1%	-20	.
CC(C)c1noc(CN(C)C(=O)c2csc3nc(-c4ccc(F)cc4)cn23)n1	3%	-18%	?	-30%	-10%	-12	45µM*
CCCCN(CCCC)c1nc(-c2ccccc2)nc2ccccc12	.	17%	.	.	17%	-12	.
NCCCC(=O)N1Cc2ccccc2CC2(CCCN(CC3CCOCC3)C2)C1 (stereo not drawn)	-19%	8%	?	.	-18%	2	-22%
Cc1cc(C)cc(NC2=CC(c3cccc(F)c3)N(c3cc(C)cc(C)c3)C2=O)c1 (stereo not drawn)	.	5%	.	.	1%	34	.
Cc1cn2cc(C(=O)N3CCCC4(C3)C(=O)N(C)c3ccccc34)ccc2n1 (stereo not drawn)	i	5%	-18%	-6%	1%	-5	-30%
O=C(c1ccccc1C(F)(F)F)N1CCC2(C1)C(=O)Nc1ccccc12 (stereo not drawn)	i	4%	i	-5%	7%	28	-11%
COCCNC(=O)CC(c1ccccc1OC)c1cn(C)c2ccccc12 (stereo not drawn)	i	-15%	3%	2%	5%	-1	-2%
O=C(c1ccc2nnc(C3CC3)n2c1)N1CCOCC1	-4%[88.5 µM]	10%[87.6 µM]	2%[138 µM]	.	23%[87.6 µM]	-11	0%[172 µM]
Cc1noc(-c2ccc(C(C)(C)C)cc2)c1C(=O)NCc1ccc(Cl)cc1	i	?	?	-11%	10%	-15	?
CN1CCC2(CCC1=O)CN(C(=O)c1ccc(Cn3cccn3)o1)CCN2C (stereo not drawn)	-5%	-3%	-17%	7%	4%	14	-22%
Cc1ccn2c(C(=O)N[C@H](Cc3ccccn3)C3CC(O)C3)nnc2n1 (stereo partly drawn)	i	5%	-1%	-5%	6%	7	5%
CC(NC(=O)Cn1c(=O)oc2cc(S(=O)(=O)NCc3ccccc3)ccc21)c1ccccc1 (stereo not drawn)	.	63%[activator]	.	.	?	20	.
Cc1noc2c(-c3cccnc3NCCCn3ccnc3)cc(-c3ccccc3)nc12	2%[88.5 µM]	?	?	10%[172 µM]	-26%[87.6 µM]	-13	71µM*
Cn1cnnc1-c1nn(C)c2c1CNCC2	-3%	-14%	?	-13%	-5%	-19	-20%
CCc1nc(-c2c3n(c(=O)n(Cc4cccc(F)c4)c2=O)CCCC3)no1	i	37%[activator]	-15%	-8%	8%	1	-6%
O=c1[nH]nc2n1CCN(S(=O)(=O)c1ccc(Cl)s1)CC2	i	?	i	11%	3%	-15	11%
CCOc1ccc(CN2CCC(CO)(Cc3ccccc3Cl)CC2)cc1	2%	14%	?	10%	3%	-10	79µM*
Cc1cccc(N2Cc3c(ncnc3N3CCN(Cc4ccccc4)CC3)N(C)CC2=O)c1	-19%	-3%	-20%	-2%	-4%	-3	-21%
Cc1ccc(CNC(=O)C2(c3cccs3)CCOCC2)cc1	.	7%	.	.	3%	7	.
NC(CSCC(=O)O)C(=O)O (stereo not drawn)	i	-35%[25.6 µM]	.	.	0%[23.9 µM]	7	.
CCCCNc1nc2ccccc2c2nc(-c3ccccc3)nn12	.	-7%	.	.	7%	32	.
Cc1noc(CC2CCOC3(CCN(C(=O)c4cc(-c5ccc(F)cc5)n[nH]4)CC3)C2)n1 (stereo not drawn)	-13%	2%	-25%	-6%	-7%	-12	?
O=C(CSC1=Nc2ccccc2C2=NC(Cc3ccccc3)C(=O)N12)Nc1ccccc1C(F)(F)F (stereo not drawn)	.	?	.	.	?	6	.
COc1ccc2c(c1)c1c(c(=O)n(Cc3ccccc3)c(=O)n1Cc1ccccc1)n2C	.	-15%	.	.	9%	-3	.
CCc1cccc(NC(=O)CCNS(=O)(=O)c2cccc3nonc23)c1	.	-22%	.	.	9%	4	.

Sorted by molecular weight (highest first): part of the list above.
SMILES	GPT2 inh	SNCA expr inhib	3T3 cytotox	Luciferase inh	HEK293 viab	IP6K1 inhibitor	HEK cytotox
COc1ccc2c(c1)c1c(c(=O)n(Cc3ccccc3)c(=O)n1Cc1ccccc1)n2C	.	-15%	.	.	9%	-3	.
CCOc1ccc(CN2CCC(CO)(Cc3ccccc3Cl)CC2)cc1	2%	14%	?	10%	3%	-10	79µM*
O=C(c1ccc2nnc(C3CC3)n2c1)N1CCOCC1	-4%[88.5 µM]	10%[87.6 µM]	2%[138 µM]	.	23%[87.6 µM]	-11	0%[172 µM]

Only part of the results is shown; the hit share may differ from the screen's.
